# Mtb RmlCD inh – blocks M. tuberculosis RmlC and RmlD coupled enzymes | RmlC+RmlD coupled enzyme assay, percent inhibition; primary screen in compound mixtures | inhibition, % at 3.6 µM | 160,000 compounds, 0.03% hits; in the data active = inhibition mostly above about 34%, no sharp cut-off; inconclusive = no clear call, values can overlap the other calls; inactive = mostly below about 22%; also: some results filed as inactive read as strong as hits
# Target sequence (P9WH09 whole entry, looked up): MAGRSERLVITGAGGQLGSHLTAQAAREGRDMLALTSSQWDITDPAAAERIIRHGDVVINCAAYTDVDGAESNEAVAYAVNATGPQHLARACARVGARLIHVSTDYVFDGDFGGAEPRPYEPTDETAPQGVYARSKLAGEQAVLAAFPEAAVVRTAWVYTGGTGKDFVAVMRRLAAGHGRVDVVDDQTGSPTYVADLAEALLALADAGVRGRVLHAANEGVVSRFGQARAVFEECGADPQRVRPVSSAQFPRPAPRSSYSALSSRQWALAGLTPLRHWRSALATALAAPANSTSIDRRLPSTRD
# Target sequence (P9WH11 whole entry, looked up): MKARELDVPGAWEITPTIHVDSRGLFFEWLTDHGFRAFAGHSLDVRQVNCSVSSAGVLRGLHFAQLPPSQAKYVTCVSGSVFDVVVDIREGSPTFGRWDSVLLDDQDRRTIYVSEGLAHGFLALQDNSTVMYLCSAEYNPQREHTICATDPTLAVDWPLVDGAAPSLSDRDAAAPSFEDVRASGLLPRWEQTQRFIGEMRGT
# GlmU inhibition – inhibition of mycobacterial GlmU enzyme – biochemical, glucosamine-1-phosphate acetyltransferase (AID 1376). inhibition, %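 (tested at 30 µM in the primary screen)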; hits with a dose series show IC50 in µM. M. tuberculosis GlmU acetyltransferase enzyme assay; higher % means a stronger effect. 220,000 compounds, 0.25% hits; in the data active = inhibition above about 13%; inconclusive = no clear call, values can overlap the other calls;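 also: 0% = complete reaction with vehicle and 100% = reaction without substrate; strong numbers were not always called active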
# Numbers without * were called inactive; ? = inconclusive; . = no result given. A portion of the library. The share of hits here may be higher or lower than overall.
# A first look:
compound	Mtb RmlCD inh	GlmU inhibition
CC(C)Cc1cc(C(=O)Nc2cccc(O)c2)no1	.	-0.4%
NC(=O)CSc1cn(Cc2ccccc2)c2ccccc12	8.3	-1.7%
O=C(Nc1ccccc1)c1c(F)c(F)c(F)c(F)c1F	-11.3	4.5%
CC(C)CC(NC(=O)C1CCC(C)CC1)C(=O)Nc1ccc2c(c1)OCCO2 (stereo unspecified)	-7.5	0.8%
O=P(OC1CCCCC1)(OC1CCCCC1)C(O)c1ccccc1 (stereo unspecified)	-1.2	1.8%

# The whole of this part, repeating the preview:
compound	Mtb RmlCD inh	GlmU inhibition
CC(C)Cc1cc(C(=O)Nc2cccc(O)c2)no1	.	-0.4%
NC(=O)CSc1cn(Cc2ccccc2)c2ccccc12	8.3	-1.7%
O=C(Nc1ccccc1)c1c(F)c(F)c(F)c(F)c1F	-11.3	4.5%
CC(C)CC(NC(=O)C1CCC(C)CC1)C(=O)Nc1ccc2c(c1)OCCO2 (stereo unspecified)	-7.5	0.8%
O=P(OC1CCCCC1)(OC1CCCCC1)C(O)c1ccccc1 (stereo unspecified)	-1.2	1.8%
Nc1nc(SCC(=O)c2cc(F)ccc2F)n[nH]1	12.6	-0.2%
Clc1cc(Sc2ccc(Br)cc2)nnc1-c1ccccc1	1.6	2.0%
CC(=O)C1=C(O)C(=O)N(Cc2cccnc2)C1c1ccc(C)cc1 (stereo unspecified)	-11.0	-0.6%
CCOC(=O)c1ccc(NC(=O)CC2C(=O)N(c3ccc(F)cc3)C(=O)N2CCC(C)C)cc1 (stereo unspecified)	0.5	4.1%
COC(=O)c1cccc(N2C(=O)C(Cl)=C(N3CCOCC3)C2=O)c1	.	2.0%
CCn1c(SCC(N)=O)nnc1-c1ccco1	2.0	1.2%
COc1ccc(S(=O)(=O)Nc2cc(C)nn2-c2ccccc2)cc1	7.4	-4.5%
S=C(NC1CCCCC1)NN(c1ccccc1)c1ccccc1	.	-4.6%
O=C(CSc1nnc2c(Cl)cc(Cl)cn12)N1CCOCC1	.	-2.2%
Cc1ccc(NC(=O)/C(C#N)=C/c2cn(CC(=O)NCc3ccco3)c3ccccc23)cc1C	-12.9	5.1%
COc1cc(NC(=O)C(Cc2ccccc2)n2cccc2)cc(OC)c1 (stereo unspecified)	7.1	-0.8%
CC(C)C(=O)Nc1ccc(Cc2ccc(NC(=O)C(C)C)c(O)c2)cc1O	-4.7	3.8%
CCCCOc1ccc(/C=N/NC(=S)Nc2cc(C)ccc2C)cc1	-3.9	-2.8%
CCOC(=O)/C(C#N)=C/C1=C(N2CCOCC2)CC(C)(C)OC1	0.9	-3.6%
CCC1=C(OC(=O)N(CC)CC)N2C(=O)OC(=NCCc3c[nH]c4ccccc34)[C@]2(Cc2ccccc2)[C@H]2C1=CC[C@H]1C(=O)N(C)C(=O)[C@H]12	-17.0	4.1%
CCCCCCCC1(C)NC(=O)N(c2ccccc2)N1 (stereo unspecified)	?	0.6%
Cc1ccc(C)c(Cc2c(C)nc(C)[nH]c2=O)c1	5.7	1.7%
Cc1c(C(=O)Nc2ccc(N3CCOCC3)cc2)cccc1[N+](=O)[O-]	8.1	-5.8%
CC(=O)Oc1cccc(/C=c2\sc3nc(-c4ccco4)nn3c2=O)c1	8.2	1.1%
COc1cccc(N2CCN(C(=O)c3ccc4nc(N5CCCCC5)sc4c3)CC2)c1	-45.1	-7.2%

# Later entries.
compound	Mtb RmlCD inh	GlmU inhibition
CC1(C)CC(=O)c2cnc(NC(=O)CCc3ccccc3)nc2C1	-1.5	-1.2%
CCC(NC(=O)c1ccccc1NC(=O)c1ccc(OC)cc1)C(=O)N1CCCC1 (stereo unspecified)	-6.3	-3.2%
O=C(NNC(=S)Nc1ccccc1)C1CC1	17.0	0.4%
O=C(O)c1cc2nc3c(c(C(F)(F)F)n2n1)CCCC3	1.4	6.5%
CCC1(C)NC(=O)N(CC(=O)Nc2sc3c(c2C(N)=O)CCC3)C1=O (stereo unspecified)	.	10.0%
CCC(C)NC(=O)c1ccccc1NC(=O)CN(c1ccc(OC)cc1)S(C)(=O)=O (stereo unspecified)	.	-2.5%
O=C(/C=C/Nc1cccc(O)c1)c1ccccc1	7.3	-0.4%
Cc1cc(C)n(CCNC(=O)c2cc(COc3c(F)cccc3F)on2)n1	7.2	0.3%
CCCC(=O)NNc1c2ccccc2nc2ccccc12	-10.1	5.4%
O=C(CCCCn1c(=S)[nH]c2ccsc2c1=O)NCc1ccco1	4.3	2.8%
COc1cc(C(=O)NC(=S)NNC(=O)c2cnccn2)cc(OC)c1OC	-5.4	0.3%
S=C(Nc1ccccc1)N1N=CCC1c1ccccc1 (stereo unspecified)	-6.3	2.1%
COc1cccc(-c2nc(SCC(=O)Nc3nc(-c4ccccc4)c(C)s3)[nH]c(=O)c2C#N)c1	.	5.8%
CCOc1ccc(-n2c(O)c(C=Nc3ccc(NC(C)=O)cc3)c(=O)[nH]c2=O)cc1	-10.3	5.1%
O=C(CCCCC(=O)NCc1cccs1)NCc1cccs1	.	-0.9%
O=C(c1ccc2c(=O)n(-c3ccccc3)c(=S)[nH]c2c1)N1CCCCC1	7.3	3.0%
O=C(NCc1ccco1)C1CC(c2ccccc2C(F)(F)F)=NO1 (stereo unspecified)	.	-1.1%
COc1cccc(-n2cnc3sc4c(c3c2=O)CCC4)c1	-2.1	-0.2%
CN(C)S(=O)(=O)c1cccc(COC(=O)c2ccc3c(c2)OCO3)c1	-8.6	-2.8%
CN(CC(=O)Nc1nc2ccc(F)cc2s1)S(=O)(=O)c1ccc(Cl)cc1	2.5	2.3%
Cc1ccc(NC(=O)c2ccc(NS(=O)(=O)c3c(C)noc3C)cc2)cc1C	0.9	-0.9%
COCC(N)(c1ccccc1)c1nc2ccccc2n1C (stereo unspecified)	16.8	-3.9%
COC(=O)C1=C(C)N(Cc2ccc(C)cc2)C(=O)/C1=C\c1cc(OC)c(OC)c(OC)c1	-8.4	3.2%
CCc1ccc(OCc2nnc(SCc3ccc(C(=O)O)cc3)o2)cc1	-9.7	5.3%
COC(=O)c1c(NC(=O)/C=C/C(=O)O)sc(Cc2ccccc2)c1C	-11.2	7.6%

# The results go on.
compound	Mtb RmlCD inh	GlmU inhibition
C=CCNCCCCOc1ccc(C)cc1[N+](=O)[O-]	-0.6	6.0%
Cc1cccc(C)c1Nc1nnc(SCC(=O)Nc2cc(S(=O)(=O)N3CCCCC3)ccc2Cl)s1	-5.9	0.0%
Cc1ccc(C(c2sc3nc(C)nn3c2O)N2CCN(c3ccccc3F)CC2)cc1 (stereo unspecified)	5.6	-6.2%
O=C(Cn1cnc2ccccc2c1=O)NCC1COc2ccccc2O1 (stereo unspecified)	.	-0.1%
COc1ccc(/C=C/C(=O)Nc2ccccc2Cl)cc1S(=O)(=O)N1CCOCC1	.	-1.4%
COc1cc(N=c2c([N+](=O)[O-])nn(-c3ccc4c(c3)OCCO4)n2O)cc(OC)c1	.	4.2%
CC(=O)Nc1ccc(C(=S)NCc2ccco2)cc1	.	3.1%
CCC(=O)c1c(NCCc2ccccc2)cc(C)oc1=O	-36.9	5.5%
COc1ccc2nc(N3CCOCC3)cc(C)c2c1	-5.3	2.8%
CC1CN(C2CCN(C(=O)c3cccc(Cl)c3)CC2)CC(C)O1 (stereo unspecified)	-8.7	2.5%
CCCSc1ccc2nc(NC(=O)OC)[nH]c2c1	.	-6.0%
Cc1ccc(S(=O)(=O)NC(=O)N2CCCC(C)(C)C2)cc1	.	1.5%
O=C(Nc1nc2ccccc2n1CCOc1ccccc1)c1ccco1	-8.0	0.2%
Nc1cc(Cl)ccc1C(=O)OCC(=O)NC(=O)NCc1ccccc1	-10.0	-4.4%
Cc1nn(-c2ccc(Cl)cc2)c2[nH]c(=O)c(CNCc3ccc4c(c3)OCO4)cc12	.	-8.7%
COc1ccc(OC)c(N(CC(=O)N2CCc3ccccc3C2)S(C)(=O)=O)c1	10.0	2.6%
C=CCn1c(N)cc(=O)nc1SCC(=O)Nc1ccc2ccccc2c1	-9.7	-2.8%
COc1ccc(-c2c3c(=O)n(C)c(=O)n(C)c3cn2-c2ccc(O)cc2)cc1	.	-0.7%
COc1ccc(-n2c(Cc3cccn3C)nnc2SCC(N)=O)cc1	.	0.3%
O=C(Nc1ccccc1)c1ccc(=O)n(Cc2cccc(Cl)c2)c1	7.4	-0.7%
O=C1NC(Cc2c[nH]c3ccccc23)C(=O)N1CCOc1ccc(F)cc1 (stereo unspecified)	6.7	-3.2%
CC12CN3CC(C)(CN(C1)P3(=O)Oc1ccccc1)C2=O (stereo unspecified)	21.1	-0.3%
CC(C)(C)OC(=O)N1CCC[C@H]1c1nnc(SCC(=O)Nc2cccc(Cl)c2)o1	8.5	1.5%
O=S(=O)(c1ccc(F)cc1)N1CC2CCCN2c2ccc(C(F)(F)F)cc21 (stereo unspecified)	.	-8.0%
Cc1ccc(C(=O)NNC(=O)Cn2nnc3ccccc32)cc1	-9.1	3.4%

# Record cards, as listed above.
# `O=C(Nc1ccccc1)c1c(F)c(F)c(F)c(F)c1F` across the screens: Mtb RmlCD inh: -11.3; GlmU inhibition: 4.5%
# `CC(C)(C)OC(=O)N1CCC[C@H]1c1nnc(SCC(=O)Nc2cccc(Cl)c2)o1` across the screens: Mtb RmlCD inh: 8.5; GlmU inhibition: 1.5%

# Additional entries follow:
compound	Mtb RmlCD inh	GlmU inhibition
CCCS(=O)(=O)N1CCC(C(=O)NCCCOC)CC1	9.2	2.6%
O=C(CN1C(=O)NC2(CCCCCCC2)C1=O)N1CCN(C(=O)c2ccco2)CC1	0.0	-1.9%
Cc1cc(Cl)ccc1C(=O)C1CCCN(C2CCSCC2)C1 (stereo unspecified)	.	2.1%
O=C(CSCc1ccccc1)N1CCN(c2ccccc2)CC1	3.4	4.7%
COc1ccc2oc(=O)c(C(=O)NCc3ccco3)cc2c1	7.4	-0.6%
CCN1C(=O)c2cccc3c(S(=O)(=O)NCCCN4CCOCC4)ccc1c23	-9.8	1.9%
NCCc1nnc(SCc2ccccc2Cl)o1	-3.1	2.4%
O=C(CCS(=O)(=O)c1ccccc1Cl)Nc1ccc(S(=O)(=O)Nc2ncccn2)cc1	10.0	.
COc1ccc2[nH]c(=O)c(C(c3nnnn3CC3CCCO3)N3CCCCC3)cc2c1 (stereo unspecified)	-4.4	9.0%
COc1cccc(C2N(c3cccc(Cl)c3)C(=O)C3CCCN32)c1OC (stereo unspecified)	.	-0.7%
CC1(C)CC(N2CCOCC2)=CC(=[N+]2CCOCC2)C1	3.6	4.6%
N#Cc1c(-c2ccccc2)nc(-c2ccccc2)[nH]c1=O	-4.2	3.8%
CC(C)=CCN1CCN(Cc2cc(C(C)C)n[nH]2)CC1CCO (stereo unspecified)	-8.0	5.4%
O=C1CC(N2CCN(c3ccc(C(=O)c4ccc(F)cc4)cc3)CC2)C(=O)N1 (stereo unspecified)	.	-2.8%
O=C(COC(=O)c1c2c(nc3ccccc13)/C(=C/c1ccco1)CC2)NC1CCCC1	5.1	12.3%
COc1ccc2[nH]c(=O)c(CN(Cc3cccs3)Cc3nnnn3Cc3ccccc3)cc2c1	.	6.1%
CCn1ncc([N+](=O)[O-])c1C(=O)n1nc(C)cc1C	11.8	2.7%
CC(=O)N1CCN(Cc2ccc(Br)s2)CC1	6.2	-1.7%
COc1ccc(C2C3=C(N=C4SCC(=O)N42)c2ccccc2CC3)cc1 (stereo unspecified)	6.6	-2.8%
CCOC(=O)N1CCN(C(=S)NC)CC1	-6.2	-3.2%
Brc1ccc(-c2n(-c3ccccn3)c3ccccc3[n+]2-c2ccccn2)cc1	.	1.1%
O=C(Nc1nncs1)c1ccccc1Br	2.8	4.0%
Cc1ccc2nc3sc(C(=O)N4CCOCC4)c(N)c3cc2c1	12.4	7.9%
CCC1CN(C)CCC1(OC(C)=O)c1ccccc1 (stereo unspecified)	.	-1.1%
Cc1c(CCO)c(=O)n(-c2ccccc2)n1S(=O)(=O)c1ccc([N+](=O)[O-])cc1	-5.2	-0.2%

# Continued:
compound	Mtb RmlCD inh	GlmU inhibition
Cc1nn(Cc2ccccc2)c(C)c1NC(=O)CSc1nc(-c2ccccc2)nc2c1cnn2-c1ccccc1	5.6	.
CCc1[nH]nc2c1C(Cc1ccccc1)C(C#N)=C(N)O2 (stereo unspecified)	4.3	8.9%
Cc1nn(CC(=O)N2CCOCC2)c(C)c1[N+](=O)[O-]	1.3	-3.1%
O=c1c2sccc2nc(SCc2cc(=O)n3cc(Cl)ccc3n2)n1Cc1ccccn1	-5.5	-0.2%
CC(=O)NC(C)C12CC3CC(CC(C(=O)O)(C3)C1)C2 (stereo unspecified)	.	1.9%
Cc1c(NC(=O)CSc2nnc(-c3ccco3)n2-c2ccccc2)c(=O)n(-c2ccccc2)n1C	7.1	-1.3%
CC(=O)c1nnn(-c2ccc(F)cc2F)c1C	-12.5	-3.2%
COc1cc(C(=O)OCCc2c(C)nc3nc[nH]n3c2=O)cc(OC)c1OC	8.8	-1.9%
CCN1CCCC1CN(Cc1cc2ccc(C)cc2[nH]c1=O)C(=S)Nc1ccc(OC)cc1OC (stereo unspecified)	1.4	-5.9%
Clc1ccc(Cn2cc(/C=N/n3cnnc3)c3ccccc32)c(Cl)c1	.	-2.5%
O=C(NCc1cccs1)C1CCCN(S(=O)(=O)c2cccc3cccnc23)C1 (stereo unspecified)	75.7	-3.4%
Cc1ccc(NC(=O)CSc2nnc([C@@H]3CCCN3C(=O)OC(C)(C)C)o2)c(C)c1	.	-2.6%
Cc1ccc(N2CCN(C(=O)c3ccccc3NC(=O)C3CCCCC3C(=O)O)CC2)cc1 (stereo unspecified)	.	3.3%

# High-throughput results (PubChem)
